BAP1 inh – inhibitors of human BAP1 deubiquitinase | recombinant BAP1, Ub-AMC hydrolysis fluorescence kinetic; stronger effect = lower value | activity remaining (% of control), % at 20 µM | 0.48% of 72,000 active;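 active = activity remaining at or below 50% of control, provided the compound also passes the data quality filters; inactive = the rest, including low values that fail the filters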;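 note: 100% = DMSO wells rate and 0% = substrate alone blank rate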
Target sequence (Q92560 whole entry, looked up): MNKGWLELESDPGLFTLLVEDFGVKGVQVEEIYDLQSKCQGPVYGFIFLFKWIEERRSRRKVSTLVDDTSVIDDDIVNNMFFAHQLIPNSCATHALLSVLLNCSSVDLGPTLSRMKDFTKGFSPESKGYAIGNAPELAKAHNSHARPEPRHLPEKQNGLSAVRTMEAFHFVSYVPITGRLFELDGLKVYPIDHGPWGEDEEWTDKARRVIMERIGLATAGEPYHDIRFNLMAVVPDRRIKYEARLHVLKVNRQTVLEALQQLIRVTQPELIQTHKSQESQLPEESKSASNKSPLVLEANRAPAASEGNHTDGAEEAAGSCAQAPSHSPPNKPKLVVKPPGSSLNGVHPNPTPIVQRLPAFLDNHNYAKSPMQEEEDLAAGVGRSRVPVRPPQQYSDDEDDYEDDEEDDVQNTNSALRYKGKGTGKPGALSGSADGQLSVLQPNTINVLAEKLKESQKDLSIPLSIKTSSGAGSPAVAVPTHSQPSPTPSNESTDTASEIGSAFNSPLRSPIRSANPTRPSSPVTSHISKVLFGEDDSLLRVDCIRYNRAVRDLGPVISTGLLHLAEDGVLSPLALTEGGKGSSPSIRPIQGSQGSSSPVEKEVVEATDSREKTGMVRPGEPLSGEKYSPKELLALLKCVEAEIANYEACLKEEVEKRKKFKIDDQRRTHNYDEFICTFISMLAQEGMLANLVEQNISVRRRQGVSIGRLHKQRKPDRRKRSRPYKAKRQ
HePTP inhibitor – blocks human HePTP tyrosine phosphatase; P35236; recombinant HePTP phosphatase activity, OD absorbance; inhibition, % at 20 µM; 0.64% of 110,000 active; AID 521; in the data active = inhibition above about 50%;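 note: plate controls were vehicle for no effect and reference inhibitor for full effect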
Target sequence (P35236 whole entry, looked up): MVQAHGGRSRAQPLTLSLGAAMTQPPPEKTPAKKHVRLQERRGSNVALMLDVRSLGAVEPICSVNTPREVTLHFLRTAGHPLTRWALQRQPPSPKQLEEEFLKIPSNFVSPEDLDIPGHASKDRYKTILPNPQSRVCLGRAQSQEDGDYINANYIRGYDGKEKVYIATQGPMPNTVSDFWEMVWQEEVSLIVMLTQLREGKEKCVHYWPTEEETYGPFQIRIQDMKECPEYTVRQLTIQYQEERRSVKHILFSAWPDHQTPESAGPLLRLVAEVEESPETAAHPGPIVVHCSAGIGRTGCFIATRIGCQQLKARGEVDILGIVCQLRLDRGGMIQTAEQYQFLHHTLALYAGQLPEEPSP
Numbers without * were called inactive.

Results for COc1ccc(C2C(C(C)=O)=C(O)C(=O)N2CCN(C)C)cc1 (stereo not drawn) ?
HePTP inhibitor: -14

What do the screens show for `Cc1ccc2[nH]c(=O)c(CN(CCCN3CCOCC3)Cc3nnnn3C3CCCC3)cc2c1`?
BAP1 inh: 95; HePTP inhibitor: 6

How did CCOC(=O)C1=C(C)N=C2SC(CC)C(=O)N2C1c1ccc(OC(C)=O)c(OCC)c1 (stereo not drawn) do in these assays?
BAP1 inh: 76; HePTP inhibitor: 4

What do the screens show for `COc1cc(OC)c(OC)cc1C=NNC(=O)Cn1nnc2ccccc21`?
HePTP inhibitor: 2

Results for O=C(Cn1nc(C(=O)O)c2ccccc2c1=O)NCC1CCCO1 (stereo not drawn) ?
HePTP inhibitor: -6

What do the screens show for `Cc1cccc(C(=O)Nc2ccc(C(=O)/C=C/c3cccs3)cc2)c1`?
HePTP inhibitor: -12

How did Clc1ccc(OCCCn2cncn2)cc1Cl do in these assays?
BAP1 inh: 110; HePTP inhibitor: -4

What do the screens show for `O=C(/C=C/c1ccc2c(c1)OCO2)NC(c1ccccc1)c1ccccc1`?
HePTP inhibitor: 0

Results for Cc1noc(/C=C/c2ccco2)c1S(=O)(=O)N1CCC(C(=O)N(C)Cc2ccccc2)CC1 ?
HePTP inhibitor: 2

Results for Cc1cc2c(c(=O)n1CC1CCCO1)C(c1ccc3c(c1)OCO3)C(C#N)=C(N)O2 (stereo not drawn) ?
BAP1 inh: 95; HePTP inhibitor: 2

Results for COc1ccc(-n2nc3c(c2NC(=O)c2c(-c4ccccc4Cl)noc2C)CS(=O)(=O)C3)cc1 ?
BAP1 inh: 94; HePTP inhibitor: 5

What do the screens show for `COc1cccc(OC)c1C(=O)Nc1sc(C)c(C)c1C(N)=O`?
HePTP inhibitor: -1

Results for CCCCOC(=O)Nc1nnc(CCOCC)s1 ?
BAP1 inh: 80; HePTP inhibitor: 3

Results for CCOc1ccc(N(CC(=O)N[C@@H]2C[C@H]3CC[C@@H]2C3)S(C)(=O)=O)cc1 ?
HePTP inhibitor: -1

How did Cc1ccc2oc(=O)c3cnn(CC(=O)NCCN4CCOCC4)c3c2c1 do in these assays?
BAP1 inh: 90; HePTP inhibitor: -6

What do the screens show for `COc1nc(N2CCCCCC2)nc(N2CCCCCC2)n1`?
BAP1 inh: 80; HePTP inhibitor: -5

How did CCOC(=O)c1ccc(NC(=O)Nc2ccc(S(N)(=O)=O)cc2)cc1 do in these assays?
BAP1 inh: 162; HePTP inhibitor: 6

Results for CCOc1ccc(C2CC(=O)NC(SC)=C2C#N)cc1 (stereo not drawn) ?
BAP1 inh: 95; HePTP inhibitor: -1

Results for O=S(=O)(Cc1cccc(F)c1)c1c[nH]c2ccccc12 ?
BAP1 inh: 107; HePTP inhibitor: -12

What do the screens show for `CCOC(=O)c1c(C)c(C(=O)NC(C)COC)c(C)n1C` (stereo not drawn)?
BAP1 inh: 98; HePTP inhibitor: 12

Results for COc1ccc(-c2c(=O)n(OCc3ccccn3)c3ccccc3[n+]2[O-])cc1OC ?
BAP1 inh: 113; HePTP inhibitor: 2

What do the screens show for `Cc1nc2ncnn2c(C)c1CCC(=O)Nc1csc(N)n1`?
BAP1 inh: 89; HePTP inhibitor: -5

How did O=S(=O)(c1ccc(-c2csc(-c3cccnc3)n2)cc1)N1CCCCC1 do in these assays?
HePTP inhibitor: 10

How did Fc1ccc(-c2nnc(SCc3ncc(-c4ccccc4)o3)n2CC2CCCO2)cc1 (stereo not drawn) do in these assays?
HePTP inhibitor: -8

How did CCOC(=O)c1c(NC(=O)c2nc3n(n2)C(C(F)F)CC(C)N3)sc2c1CCCC2 (stereo not drawn) do in these assays?
HePTP inhibitor: 9

Results for Nc1nnc(-c2ccccc2)c(-c2ccccc2)n1 ?
BAP1 inh: 106; HePTP inhibitor: 3

What do the screens show for `O=C(CSc1nc2ccccc2n1-c1ccccc1)NCC1CCCO1` (stereo not drawn)?
BAP1 inh: 96; HePTP inhibitor: 4

What do the screens show for `Cc1cc(-c2ccccc2)n2ncc(C#N)c2n1`?
BAP1 inh: 89; HePTP inhibitor: 0

How did O=C1N(Cc2ccccc2)CCCC12CCCN(Cc1ccccc1)C2=O do in these assays?
BAP1 inh: 101; HePTP inhibitor: 7

Results for Cc1oc(C(C)(C)C)cc1C(=O)Nc1ccc(NC(=O)C(=O)O)cc1 ?
HePTP inhibitor: -11

How did Cc1ccc(N2C(=O)CC(NCCc3ccc(Cl)cc3)C2=O)cc1Cl (stereo not drawn) do in these assays?
HePTP inhibitor: -14

What do the screens show for `CCn1c(SCC(=O)N2CCOCC2)nnc1-c1cccs1`?
BAP1 inh: 94; HePTP inhibitor: 8

What do the screens show for `Cc1cc(C)n(-c2nc(NC(C)C)nc(NC(C)C)n2)n1`?
BAP1 inh: 92; HePTP inhibitor: 4

How did Cc1cc(S(=O)(=O)N2CCN(c3ccccc3C)CC2)ccc1F do in these assays?
BAP1 inh: 45*; HePTP inhibitor: 17

Results for CCOc1cc(/C=C2\C=C(c3ccc(C)cc3)OC2=O)ccc1OC(C)=O ?
HePTP inhibitor: -4

How did Cc1ccc(S(=O)(=O)N2CCOCC2)cc1C(=O)Nc1ccc(-c2cn3ccsc3n2)cc1 do in these assays?
BAP1 inh: 108; HePTP inhibitor: 2

Results for Cc1ccc(C(=O)Nc2ccccc2C(=O)N2CCOCC2)cc1 ?
HePTP inhibitor: 7

Results for C=CCn1c(SC(C)C(=O)NCc2ccc3c(c2)OCO3)nnc1C1CCCCC1 (stereo not drawn) ?
BAP1 inh: 89; HePTP inhibitor: -6

How did O=C1c2ccccc2-c2ccc(C(=O)N3CCOCC3)cc21 do in these assays?
BAP1 inh: 82; HePTP inhibitor: 6

Results for CCOC(=O)Cn1c(N2CCOCC2)nc2c1c(=O)[nH]c(=O)n2C ?
BAP1 inh: 104; HePTP inhibitor: 5

What do the screens show for `O=C(Nc1ccc(NC(=O)c2ccc([N+](=O)[O-])cc2Cl)cc1)c1ccco1`?
HePTP inhibitor: -5

How did Cc1ccc(-n2cc(C(C)(C)C)[nH]c2=S)cc1 do in these assays?
BAP1 inh: 101; HePTP inhibitor: 9

What do the screens show for `Cc1c(NC(=O)c2cccc(I)c2)cccc1[N+](=O)[O-]`?
HePTP inhibitor: 2

What do the screens show for `CCC(C)(C)n1nnnc1C(c1cccs1)N1CCN(Cc2ccccc2)CC1` (stereo not drawn)?
BAP1 inh: 86; HePTP inhibitor: -6

What do the screens show for `Cc1cc(C=Nc2ccccc2)c(O)s1`?
HePTP inhibitor: 9

How did O=C(NC(=S)Nc1cccc(C(F)(F)F)c1)c1ccco1 do in these assays?
HePTP inhibitor: 5

Results for CC(=O)N1CCN(c2ccc(NCc3ccccc3)cc2)CC1 ?
BAP1 inh: 69; HePTP inhibitor: -1

Results for CCOC(=O)N1CCN(C(=O)CSCC(=O)Nc2nc(-c3ccc4c(c3)OCO4)cs2)CC1 ?
BAP1 inh: 95; HePTP inhibitor: 10

Results for CC1CCN(S(=O)(=O)c2ccc3c(c2)oc(=O)n3CC(=O)NCc2ccc3c(c2)OCO3)CC1 ?
BAP1 inh: 68; HePTP inhibitor: 0

What do the screens show for `O=C(Nc1ccccc1)c1ccccc1N1C(=O)c2ccccc2C1=O`?
HePTP inhibitor: 6

Of the compounds above, six have an aryl methoxy group:
Results for COc1ccc(C2C(C(C)=O)=C(O)C(=O)N2CCN(C)C)cc1 (stereo not drawn) ?
HePTP inhibitor: -14

What do the screens show for `COc1cc(OC)c(OC)cc1C=NNC(=O)Cn1nnc2ccccc21`?
HePTP inhibitor: 2

Results for COc1ccc(-n2nc3c(c2NC(=O)c2c(-c4ccccc4Cl)noc2C)CS(=O)(=O)C3)cc1 ?
BAP1 inh: 94; HePTP inhibitor: 5

What do the screens show for `COc1cccc(OC)c1C(=O)Nc1sc(C)c(C)c1C(N)=O`?
HePTP inhibitor: -1

What do the screens show for `COc1nc(N2CCCCCC2)nc(N2CCCCCC2)n1`?
BAP1 inh: 80; HePTP inhibitor: -5

Results for COc1ccc(-c2c(=O)n(OCc3ccccn3)c3ccccc3[n+]2[O-])cc1OC ?
BAP1 inh: 113; HePTP inhibitor: 2

Later entries.
How did CCOC(=O)N1CCN(C(=O)c2ccc3c(=O)n4c(nc3c2)CCCCC4)CC1 do in these assays?
BAP1 inh: 90; HePTP inhibitor: -5

What do the screens show for `O=C1NC(=Nc2ccc(F)cc2)S/C1=C\c1ccco1`?
HePTP inhibitor: 12

Results for CN(C(=O)c1ccc(Cl)c(S(=O)(=O)N2CCOCC2)c1)c1ccccc1C(=O)O ?
BAP1 inh: 117; HePTP inhibitor: 0

What do the screens show for `Cc1ccc(C(=O)CSc2nnc(-c3cccs3)n2C)o1`?
BAP1 inh: 90; HePTP inhibitor: 0

Results for COc1ccc(NC(=O)CN(c2ccccc2)S(=O)(=O)N(C)C)cc1OC ?
HePTP inhibitor: 14

Results for CCOC(=O)C(C)Sc1nc(-c2ccco2)cc(C(F)(F)F)c1C#N (stereo not drawn) ?
BAP1 inh: 396; HePTP inhibitor: 7

What do the screens show for `CCSc1nnc(NC(=O)c2sc3ccccc3c2Cl)s1`?
HePTP inhibitor: -9

How did CC(C)(C)NCCOc1ccc(Cl)cc1Cl do in these assays?
HePTP inhibitor: 8

Results for Cc1c(NC2=NC3(CCCCC3)Cc3ccccc32)c(=O)n(-c2ccccc2)n1C ?
BAP1 inh: 91; HePTP inhibitor: 11

What do the screens show for `CCNC(=O)CN(c1ccccc1OCC)S(=O)(=O)c1ccccc1`?
HePTP inhibitor: 8

3 structures out of the list, sorted by length of the SMILES, ascending.
How did CC(C)(C)NCCOc1ccc(Cl)cc1Cl do in these assays?
HePTP inhibitor: 8

What do the screens show for `CCSc1nnc(NC(=O)c2sc3ccccc3c2Cl)s1`?
HePTP inhibitor: -9

How did CCOC(=O)N1CCN(C(=O)c2ccc3c(=O)n4c(nc3c2)CCCCC4)CC1 do in these assays?
BAP1 inh: 90; HePTP inhibitor: -5

Next records follow.
How did CCC(C)C(=O)Nc1cc(C(=O)OC)cc(C(=O)OC)c1 (stereo not drawn) do in these assays?
BAP1 inh: 103; HePTP inhibitor: 8

Results for Cc1ccc(NC(=O)CN(c2cccc(Br)c2)S(=O)(=O)c2ccccc2)cc1 ?
HePTP inhibitor: 1

How did COc1ccc(NC(=O)COn2nnc3ccc(Cl)cc32)cc1OC do in these assays?
BAP1 inh: 90; HePTP inhibitor: 6

What do the screens show for `CC(O)CNc1nc2c(c(=O)n(C)c(=O)n2C)n1Cc1cccc(C(F)(F)F)c1` (stereo not drawn)?
BAP1 inh: 157; HePTP inhibitor: -3

How did COc1ccc(C2C=C(Nc3ccc(Cl)cc3)C(=O)N2c2ccc(Cl)cc2)cc1OC (stereo not drawn) do in these assays?
BAP1 inh: 84

How did COc1ccc(NC(=O)COc2ccc(OC)cc2)cc1 do in these assays?
HePTP inhibitor: -8

How did O=C(Nc1cccnc1)c1cc(-c2cccs2)on1 do in these assays?
BAP1 inh: 101; HePTP inhibitor: 7

How did COc1c(Cl)ccc(Cl)c1C(=O)NC(=O)N1CCOCC1 do in these assays?
BAP1 inh: 75; HePTP inhibitor: 15

How did COc1ccccc1NC(=O)CN1CCN(CC(=O)Nc2ccccc2F)CC1 do in these assays?
BAP1 inh: 74; HePTP inhibitor: 5

What do the screens show for `Cc1nc([N+](=O)[O-])cn1CC(=O)c1ccccc1`?
BAP1 inh: 111

Results for C=C(C)COc1ccc2oc(-c3ccccc3)c(C(=O)O)c2c1 ?
HePTP inhibitor: 0

What do the screens show for `Nc1c(C(=O)NCc2ccc3c(c2)OCO3)c2nc3ccccc3nc2n1CCCN1CCOCC1`?
BAP1 inh: 83; HePTP inhibitor: 3

What do the screens show for `COc1cc(OC)cc(OCC(O)Cn2ccnc2C)c1` (stereo not drawn)?
BAP1 inh: 91; HePTP inhibitor: 7

Results for Cc1cc(C)n2nc(-c3ccc(I)cc3)cc2n1 ?
HePTP inhibitor: 3

What do the screens show for `CCOC(=O)N1CCN(C(=O)CCn2c(=S)[nH]c3cc(OCC)c(OCC)cc3c2=O)CC1`?
HePTP inhibitor: 2

Results for O=C1OC2C=CC=CC2C=C1C(=O)N1CCSC1c1ccc2c3c(cccc13)CC2 (stereo not drawn) ?
HePTP inhibitor: 4

How did O=C(OCc1c(Cl)nc2sccn12)c1cc2c(s1)CCCC2 do in these assays?
BAP1 inh: 80; HePTP inhibitor: -6

What do the screens show for `Cn1c(=NC(=O)c2cnccn2)sc2ccccc21`?
BAP1 inh: 104; HePTP inhibitor: 8

How did CC1(C)CC(=O)C(C=NCC(O)c2ccccc2)=C(O)C1 (stereo not drawn) do in these assays?
BAP1 inh: 131; HePTP inhibitor: 4

Results for COc1cc(C2CC(=O)Nc3c2ccc2ccccc32)c(OC)cc1Br (stereo not drawn) ?
HePTP inhibitor: -10

What do the screens show for `CCOC(=O)c1ccccc1NC(=O)c1ccc(Cl)c(S(=O)(=O)N2CCOCC2)c1`?
BAP1 inh: 55; HePTP inhibitor: 7

How did Cc1c(N=Cc2cccs2)c(=O)n(-c2ccccc2)n1C do in these assays?
BAP1 inh: 105; HePTP inhibitor: -7

Results for COc1cccc(C(=O)Nc2cc(=O)n(C)c(=O)n2C)c1OC ?
BAP1 inh: 93; HePTP inhibitor: -4

Results for c1ccc(Cn2ncc3c(N4CCOCC4)ncnc32)cc1 ?
HePTP inhibitor: 2

How did N#Cc1c(N=Cc2cc(Br)ccc2O)sc2c1CCCC2 do in these assays?
BAP1 inh: 94

How did CCOc1ccc(-n2c(=S)sc3c(=O)[nH]c(SCC(=O)NCc4ccco4)nc32)cc1 do in these assays?
BAP1 inh: 75; HePTP inhibitor: -2

What do the screens show for `COC(=O)c1ccc(OC)c(CSc2nnc(COc3ccc(OC)cc3)o2)c1`?
BAP1 inh: 113; HePTP inhibitor: -1

What do the screens show for `O=C(c1ccco1)N1CCN(S(=O)(=O)c2ccccc2)CC1`?
HePTP inhibitor: -2

Results for O=C(Nc1ccc(Cl)cc1)NC1CCS(=O)(=O)C1 (stereo not drawn) ?
BAP1 inh: 91; HePTP inhibitor: 0

What do the screens show for `Cc1nc2ccccc2c2nc(NC(=O)Cc3ccccc3)nn12`?
BAP1 inh: 102; HePTP inhibitor: 10

What do the screens show for `N/C(=N\OC(=O)c1ccc(I)cc1)c1ccccn1`?
HePTP inhibitor: -11

Source: PubChem BioAssay
